PAX8 reporter – lowers PAX8-driven luciferase in RMG-I cells; inhibition, % at 12.6 µM; 360,000 compounds, 1.2% hits; RMG-I TPO-luciferase reporter, SteadyGlo, 24 h; AID 652154;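 active = mean replicate inhibition at least 60% with every replicate also reaching 60%; inconclusive = only one of the two criteria is met; inactive = mean below 60% and not all replicates reaching 60%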;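 note: luciferase light reporting Pax8 driven TPO promoter activity; plate controls were median of neutral control wells for no effect and mitoxantrone controls for full effect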
Xi reactivation – reactivates the inactive X chromosome in mouse fibroblasts. AID 743238. activation, % at 7.58 µM. XiGFP mouse fibroblasts, % GFP-positive cells imaging, 3 d; cells co-treated with 5-aza-dC sensitizer; scaled so ellipticine positive control = 100%. 360,000 compounds, 0.055% hits;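 active = mean normalized replicate activation at least 10% and every replicate at or above 10%; inconclusive = only one of the two criteria met; inactive = mean below 10% and not all replicates reach 10%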;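 note: 0% = median of on-plate neutral control wells and 100% = ellipticine 6 µM median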
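System: 68-5-11 XiGFP fibroblast line | Buffer or medium: DMEM containing 5-aza-dC | Compound: Single point | Times: Compounds 3 days, fix/stain 15 min at room temperature | Benchmarks: Positive control ellipticine, 6 µM final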
INS-1E GSIS act – GLuc luminescence reporter in INS-1E cells, primary screen for activators of glucose-dependent secretion of insulin. activation, % at 16.6 µM. 370,000 compounds, 0.61% hits. INS-1E GLuc reporter insulin secretion, 2-3 h;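 active = lowest replicate activation of at least 40%, so every replicate reaches that level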;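 note: 0% = median of neutral control wells and 100% = median of IBMX positive control wells; some compounds called inactive have numbers as strong as hits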
DENV2 CPE – protects cells from dengue virus 2 cytopathic effect. DENV2-infected cells, cytopathic effect rescue, plate reader. CPE inhibition, % at 9.99 µM. 350,000 compounds, 1.7% hits; in the data active = CPE inhibition above about 20%, passing the limit was not always enough; inconclusive = no clear call, values can overlap the other calls; tested in BHK-21 cells;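 note: 0% = median of neutral control wells and 100% = median of positive control wells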
EWS-Fli block – EWS/Fli transcriptional activity inhibition. A673 NR0B1-luciferase reporter, viability-normalised. inhibition, % at 12.6 µM. 350,000 compounds, 0.67% hits. AID 651661;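 active = mean inhibition of at least 50% after viability correction, with every replicate also passing that limit; inconclusive = mean reaches 50% but only one of two replicates passes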;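 note: firefly luciferase signal divided by Alamar Blue viability fluorescence both relative to DMSO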
F508del corr – CFTR F508del correction in bronchial cells; activity (quench increase), % at 7.58 µM; 350,000 compounds, 0.36% hits; CFBE cells, YFP halide quenching; stimulated with forskolin plus potentiator P3; % fluorescence drop versus neutral controls;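 active = mean added fluorescence quench of at least 8% versus neutral control, with both replicates also reaching 8%; inconclusive = only one of the mean or replicate conditions met; inactive = mean below 8% and not both replicates reaching 8%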;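 note: cells transiently co-express mutant CFTR-F508del with the halide-sensitive YFP; corrector assay measuring rescue of mutant channel to the surface after 24 h compound exposure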
ERp5 inh – ERp5 (human) disulfide isomerase inhibition; 350,000 compounds, 0.05% hits; ERp5 insulin aggregation, absorbance 650 nm, 90 min; AID 651711; inhibition, % at 9.99 µM;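 active = mean replicate inhibition above about 25%, with every replicate also reaching it, limit read from the data, passing the limit was not always enough; inconclusive = only one of those two criteria met; inactive = neither criterion met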
Target sequence (Q15084 whole entry, looked up): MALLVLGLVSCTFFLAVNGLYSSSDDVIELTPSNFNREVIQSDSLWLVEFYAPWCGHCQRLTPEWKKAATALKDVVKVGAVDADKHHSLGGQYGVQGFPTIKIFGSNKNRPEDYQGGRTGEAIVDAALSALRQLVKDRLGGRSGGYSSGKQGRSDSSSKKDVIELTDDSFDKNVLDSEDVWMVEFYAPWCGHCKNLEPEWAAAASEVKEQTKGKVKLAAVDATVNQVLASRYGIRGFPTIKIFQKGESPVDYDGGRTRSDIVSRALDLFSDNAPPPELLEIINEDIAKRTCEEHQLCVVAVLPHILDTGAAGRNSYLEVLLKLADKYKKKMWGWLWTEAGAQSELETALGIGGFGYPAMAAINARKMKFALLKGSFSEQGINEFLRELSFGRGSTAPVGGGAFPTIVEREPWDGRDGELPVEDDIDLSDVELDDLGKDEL
ARNT-TACC3 inh – disruptors of human ARNT/TACC3 interaction; inhibition, % at 9.99 µM; AlphaScreen His-ARNT PAS-B/GST-TACC3 binding, luminescence; TACC3 fragment carries E629A point mutation; Q9Y6A5; 390,000 compounds, 0.66% hits;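 active = mean inhibition of replicates at least 50% and at least half of replicates each reaching 50%; inconclusive = half or more replicates reach 50% but mean below 50%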;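 note: 0% = complete ARNT plus TACC3 wells and 100% = ARNT alone without TACC3; many hits fall short of the cut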
* hit, by the source's call; ? = inconclusive; · = not tested or not shown; & = joins results of further samples.

SMILES | PAX8 reporter | Xi reactivation | INS-1E GSIS act | DENV2 CPE | EWS-Fli block | F508del corr | ERp5 inh | ARNT-TACC3 inh
O=C(N/N=C/c1ccc(Cl)cc1Cl)C(=O)NC1CC1 | 29 | 0.0 | -3 | -8 | -23 | -2.2 | -8 | -3
C[C@H](NC(=O)C[C@@H]1C=C[C@H](NC(=O)C2CC2)[C@H](CO)O1)c1ccccc1 | -4 | 0.0 | 21 | 4 | -3 | -0.1 | 4 | 6
CCC(=O)N1CCc2cc(Br)cc(S(=O)(=O)NCc3ccccc3OC)c21 | 7 | 0.3 | -8 | -1 | -7 | 2.0 | 5 | 0
CNC[C@@H]1OCCCC[C@@H](C)Oc2ccc(NC(=O)Cc3ccccc3)cc2C(=O)N([C@H](C)CO)C[C@H]1C | 7 | 0.0 | 3 | 1 | 5 | -0.1 | -1 | -3
COc1ccc(CNC(=O)COC(=O)CCN2C(=O)C3CC=CCC3C2=O)cc1OC (stereo not drawn) | -10 | 0.0 | 0 | 4 | -6 | 0.6 | -1 | -22
CCNC(=O)C[C@H]1CC[C@@H]2[C@H](COc3ccc(NC(=O)Nc4cccc(Cl)c4)cc3C(=O)N2C)O1 | -7 | 0.3 | -6 | 3 | -21 | -1.2 | -8 | 5
O=C(Nc1ccc(OC(F)(F)F)cc1)Oc1ccccc1N1CCOCC1 | 10 | 0.5 | -9 | -2 | 8 | -2.7 | -4 | -4
Cc1cccc(NC(=O)c2cc3c(=O)n4ccccc4nc3s2)c1 | 9 | 0.3 | -9 | -2 | -51 | -2.4 | 0 | -11
COc1cc(NC(=O)C2C3CCC(O3)C2C(=O)O)cc(OC)c1 (stereo not drawn) | -1 | 0.0 | · | -4 | -5 | 0.5 | 1 | ·
CCOC(=O)C1(CC2CC2)CCN(S(=O)(=O)C[C@]23CC[C@H](CC2=O)C3(C)C)CC1 | -15 | 0.1 | · | 3 | -6 | 0.4 | 0 | -14
COC(=O)c1ccsc1NC(=O)CN1CCN(c2ncccn2)CC1 | 17 | -0.1 | 8 | -6 | 10 | -1.8 | -1 | 18
CCC(=O)N1[C@@H]2CN(C(=O)c3cccc(OC)c3)c3ccccc3[C@@H]2[C@@H]1CO | -6 | -0.1 | 8 | 11 | 4 | -1.9 | 2 | -10
CCN(CC)CC#CC(O)(c1ccccc1)c1ccccc1 | 3 | 0.2 | -1 | 4 | 2 | 1.8 | -5 | 1
Cc1cccc(N2CCN(C(=O)N3CCOCC3)CC2)c1C | 20 | 0.0 | 10 | 4 | 19 | 4.1 | 6 | -8
COC(c1ccc(Cl)cc1)(c1ccc(Cl)cc1)C(Oc1nccc(C)n1)C(=O)O (stereo not drawn) | 37 | 0.0 | -4 | -2 | 9 | -2.3 | 0 | -1
C=CCc1ccc(OCc2ccc(C(=O)O)o2)c(OC)c1 | -29 | 0.2 | 35 | 2 | -11 | 1.1 | 2 | -9
COCC(=O)N1CC2(CCN(Cc3nccs3)CC2)c2c(n(C)c3cc(OC)ccc23)[C@@H]1CO | -32 | 0.3 | 19 | 9 | -1 | 1.0 | 0 | ·
C[C@H](CO)N1C[C@H](C)[C@@H](CN(C)S(C)(=O)=O)Oc2ccc(NC(=O)C3CCCCC3)cc2CC1=O | -11 | -0.1 | 15 | 18 | -5 | 0.6 | 6 | -13
Fc1cccc(-c2c(-c3ccccc3)ncc3cc(F)ccc23)c1 | -12 | -0.1 | 17 | 16 | -7 | -0.3 | 0 | 8
COc1ccc(/C=C/C(=O)OCC(=O)N(C)CC(=O)Nc2ccc(C)cc2)c(OC)c1 | -27 | 0.2 | -2 | -4 | -1 | -0.1 | -3 | 3
COc1ccc(-n2cc(CNCC3CCOCC3)c(-c3cccc(F)c3)n2)cc1 | -4 | 0.3 | -3 | -3 | -2 | -1.4 | -2 | 0
CSc1ccc(CNC(=O)C2Cc3cc(S(=O)(=O)N4CCCC4)ccc3N2C(C)=O)cc1 (stereo not drawn) | 3 | 0.1 | -14 | -8 | -6 | -1.2 | 0 | 1
CC1CCc2sc(C(=O)NN)cc2C1 (stereo not drawn) | -4 | 0.0 | 10 | 0 | -9 | -2.8 | 1 | -3
C[C@H]1CN([C@@H](C)CO)C(=O)CCCn2cc(nn2)CO[C@@H]1CN(C)C(=O)Nc1cccc(F)c1 | 7&5&9 | 0.0&-0.2 | -2&0 | 12&5 | -2&-2&-1 | 0.2&2.6&-1.1 | 0&-1 | 7
CC1CCN(C(=O)CSc2nnc(-c3ccco3)o2)CC1 | -46 | 0.3 | 17 | 7 | -13 | -1.3 | 2 | ·
COC(=O)c1c[nH]c(=O)c2ccccc12 | -1 | 0.1 | 19 | -3 | 0 | -3.6 | -5 | -2
Cc1ccc(C(=O)NC2CC(C)(C)NC(C)(C)C2)cc1S(=O)(=O)N1CCCCC1 | -9 | 0.3 | 9 | 2 | 0 | 0.4 | -2 | 0
N#CC(Cc1cccs1)c1nc2ccccc2[nH]1 (stereo not drawn) | 1 | 0.0 | -7 | 15 | -22 | 1.3 | 2 | ·
CCCNC(=O)[C@H]1[C@H](CO)[C@H]2Cn3c(ccc(-c4ccccc4F)c3=O)[C@H]2N1CCC | · | 0.0 | -1 | -10 | -7 | -3.1 | -5 | -3
CCOC(=O)c1c(/N=C/C2=C(O)CC(C)(C)CC2=O)sc(C)c1C | 4 | 0.2 | 5 | · | · | · | · | -5
COc1cc(C#Cc2c(-c3cncn3C)n(C)c3ccc(Br)cc23)cc(OC)c1 | -17 | 0.8 | 5 | -5 | 7 | 4.8 | -8 | 4
Cc1ccc(S(=O)(=O)NC(=O)C2(C)CCN2C(=O)C2(c3ccc(Cl)cc3)CCC2)nc1 (stereo not drawn) | 1 | -0.1 | 1 | 2 | 8 | 0.7 | 2 | ·
C[C@@H]1CN([C@@H](C)CO)C(=O)Cc2cc(NC(=O)Nc3ccc(F)cc3)ccc2O[C@@H]1CN(C)C | -1 | -1.0 | 4 | -11 | · | 2.3 | 0 | 3
Cn1c(=O)c2c(ncn2CCc2ccccc2)n(C)c1=O | 20 | 0.3 | 13 | · | 0 | -1.0 | 6 | 4
CCOC(=O)C1(C)CCCN1C(=O)c1ccc(C(=O)OC)cc1 (stereo not drawn) | -11 | 0.4 | -3 | -12 | 0 | 0.0 | -4 | ·
Cc1ccc(S(=O)(=O)N2CC[C@H]3[C@H](CO)Nc4ccc(-c5ccccc5F)cc4[C@H]32)cc1 | -6 | -0.1 | 21 | 18 | -6 | -0.6 | 2 | 11
Cc1c(-c2n[nH]c(=S)n2-c2ccc(Br)cc2)nnn1-c1ccc(Cl)cc1 | 8 | 0.0 | -3 | -5 | 8 | 0.5 | 4 | 3
COC(=O)CCC(=O)OC1(C)C(=O)C=C2C=C(C3CC3)N(CCCCO)C=C2C1=O (stereo not drawn) | 14 | -0.1 | -2 | -9 | -4 | 0.2 | -4 | 32*
Cc1cnc(NC(=O)c2ccc(Cl)nc2)s1 | -64 | 0.1 | 1 | -6 | -96 | 0.3 | 3 | 0
CCN1N=C(C)C=C(c2ccccc2)n2c1nc1ccccc12 | 7 | -0.2 | -20 | -3 | -9 | -3.4 | 2 | -4
CCOc1ccc(C(=O)CSCCC(=O)O)cc1 | -2 | 0.0 | 5 | 2 | 45 | -2.6 | -4 | ·
Cn1c(=O)oc2cc(S(=O)(=O)NCc3cccnc3)ccc21 | 17 | 0.0 | 7 | 0 | -9 | -1.6 | 7 | -5
C[C@@H]1CN([C@@H](C)CO)C(=O)Cc2cc(NC(=O)Nc3ccc(C(F)(F)F)cc3)ccc2O[C@@H]1CN(C)S(=O)(=O)c1cccs1 | 9 | -0.1 | -14 | -6 | 46 | 3.1 | -1 | 4
Cc1c(C)n(Cc2ccccc2)c2ncnc(NCCN(C)C)c12 | -6 | 0.0 | 36 | 5 | 9 | 1.8 | 2 | 0
CCc1cc(=O)[nH]c(SCC(=O)N2CCCC2)n1 | 2 | 0.0 | 17 | 4 | -4 | 0.0 | 2 | -3
CC(=O)N1[C@@H](CO)[C@@H](c2ccccc2)[C@@H]1CNC(=O)CN1CCOCC1 | -3 | 0.0 | 3 | 16 | 0 | -2.4 | -3 | -8
C[C@H]1CN([C@@H](C)CO)C(=O)Cc2cc(NS(=O)(=O)c3cccs3)ccc2O[C@H]1CN(C)S(=O)(=O)c1ccccc1 | -15 | -0.4 | -2 | 6 | -6 | -2.4 | 12 | -5
COc1ccc(C(C(=O)NC2CCCC2)n2c(C3CCN(C(C)=O)CC3)nc3ccccc32)cc1 (stereo not drawn) | -105 | -0.1 | · | -7 | -113 | -2.0 | -1 | ·
Cc1cccc(NCC(=O)N/N=C\c2cccc(Oc3ccccc3)c2)c1 | 12 | 0.0 | -9 | 2 | 16 | -3.2 | 6 | -5
CN(C(=O)CSc1nc2c(c(=O)[nH]1)CCCC2)C1CCCCC1 | · | · | 0 | 0 | 9 | -1.7 | -4 | -13
C[C@H]1CN([C@@H](C)CO)C(=O)Cc2cc(NC(=O)Nc3ccc(C(F)(F)F)cc3)ccc2O[C@@H]1CN(C)CC1CC1 | · | 0.1 | 7 | 4 | -8 | -2.5 | 10 | -2
CN1CCN(NC(=O)c2ccc(Br)c(S(=O)(=O)N3CCOCC3)c2)CC1 | -1 | 0.8 | 5 | 6 | -2 | · | 3 | -12
CCN(CC)C(=O)c1ccc(CS(=O)(=O)Cc2ccccc2)cc1 | 7 | 0.0 | 19 | 0 | 13 | -3.3 | 2 | -15
CCOC(=O)c1c(S(=O)(=O)NCC(=O)N2CCN(c3ccccc3OC)CC2)c(C)n(C)c1C | -10 | -0.1 | 4 | 4 | -2 | 0.7 | 1 | -1
Cc1onc(-c2c(Cl)cccc2Cl)c1C(=O)O/N=C(\C#N)c1ccccc1 | 19 | 1.2 | 8 | -4 | -8 | -0.6 | 2 | -11
O=C(Cc1ccccn1)N[C@@H]1CC[C@H](CCn2cc(-c3ccccc3)nn2)O[C@H]1CO | 4 | -0.6 | 6 | 7 | 5 | 5.0 | -1 | -4
O=C(Nc1nnc(S(=O)(=O)N2CCOCC2)s1)c1ccccc1Cl | -11 | 0.3 | · | -4 | 2 | -1.2 | -1 | ·
COc1ccc2c3c([nH]c2c1)[C@H](CO)N(C(=O)c1ccncc1)CC31CN(C(=O)Nc2cccc(F)c2)C1 | · | 0.1 | 15 | 2 | 19 | 1.1 | 1 | ·
O=C(NCCc1ccccc1)C(=O)c1c(-c2ccccc2)[nH]c2ccccc12 | 20 | 0.1 | -19 | -2 | 3 | -2.5 | 3 | -1
CCc1ccc(CN2CCC(CO)(CC3CCCCO3)CC2)o1 (stereo not drawn) | 0 | 0.3 | 16 | 4 | -15 | 2.0 | -4 | -8
O=C(Nc1ccc(F)cc1F)N1CCCN(c2ccc([N+](=O)[O-])cn2)CC1 | 7 | 0.1 | 13 | ? | 3 | -2.7 | 6 | -6

Some of these compounds in order of their number in DENV2 CPE, smallest number first.
SMILES,DENV2 CPE
Cc1onc(-c2c(Cl)cccc2Cl)c1C(=O)O/N=C(\C#N)c1ccccc1,-4
CN(C(=O)CSc1nc2c(c(=O)[nH]1)CCCC2)C1CCCCC1,0
COc1ccc2c3c([nH]c2c1)[C@H](CO)N(C(=O)c1ccncc1)CC31CN(C(=O)Nc2cccc(F)c2)C1,2
